HEK293 tox – Cytotoxic Profiling in HEK 293 Cell Line of Diverse Libraries Using Quantitative High-Throughput Screening. AID 1345083, 2018. 6.6% of 94,000 active. Potency, µM (doses to about 115 µM), for inactives: at the top dose activity change, negative = cytotoxicity, usual class: inhibitors. HEK 293 viability, ATP luminescence (CellTiter-Glo), 48-72 h; further: potency means the concentration at half of the fitted maximal effect; nearly all actives have a fitted effect of over 60% in size
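Cells seeded first (HEK 293, 250 cells/well), then compound added by pintool. Incubation ran 48 or 72 hr at 37 degree Celsius. CellTiter-Glo was added and luminescence imaged after 10 min at room temperature.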
GPT2 inhibitor – Primary qHTS assay for inhibitors of Glutamate pyruvate transaminase 2 (GPT2) | 0.25% of 100,000 active | Recombinant GPT2, coupled pyruvate oxidase/HRP Amplex Red fluorescence | Potency, µM (highest dose often 57.7 µM), inactives show at the highest dose activity change, negative = inhibition, usual class: inhibitors | Alanine aminotransferase 2 (Homo sapiens), Q8TD30; further: potency means the concentration at half of the fitted maximal effect; nearly all actives have a fitted effect of over 60% in size; many of its hits are not listed in these tables
Target sequence (Q8TD30 whole entry, looked up): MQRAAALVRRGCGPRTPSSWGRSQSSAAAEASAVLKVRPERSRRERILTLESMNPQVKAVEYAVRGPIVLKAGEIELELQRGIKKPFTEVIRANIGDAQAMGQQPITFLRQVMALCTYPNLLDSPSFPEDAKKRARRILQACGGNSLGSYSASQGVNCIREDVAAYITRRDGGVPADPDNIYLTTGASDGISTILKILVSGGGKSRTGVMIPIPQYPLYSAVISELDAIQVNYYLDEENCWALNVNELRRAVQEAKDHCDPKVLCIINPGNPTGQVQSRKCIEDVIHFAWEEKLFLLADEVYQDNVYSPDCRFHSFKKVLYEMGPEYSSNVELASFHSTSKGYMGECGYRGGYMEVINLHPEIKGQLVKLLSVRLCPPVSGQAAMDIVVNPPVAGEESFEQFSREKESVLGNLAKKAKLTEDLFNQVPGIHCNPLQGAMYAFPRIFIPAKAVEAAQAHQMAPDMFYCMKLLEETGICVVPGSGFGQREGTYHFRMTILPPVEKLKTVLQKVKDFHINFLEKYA
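Recombinant GPT2 (10ng/uL) with 250uM a-KG and 2mM L-alanine, 30 min at room temperature, in HEPES pH 7.5 buffer. Pyruvate detected by pyruvate oxidase/HRP/Amplex Red fluorescence after 30 min in the dark; AOA (50uM) as positive control.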
FLuc inh – Firefly luciferase inhibition profiling of diverse chemical library using quantitative high-throughput screening. AID 1347043, 2019. purified P. pyralis luciferase, luminescence, biochemical. Potency, µM (top dose mostly 115 µM), inactives show at the top dose activity change, negative = inhibition, usual class: inhibitors. 2.5% of 76,000 active; further: potency means the concentration at half of the fitted maximal effect; nearly all actives have a fitted effect of over 65% in size
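Luminescence read by CCD imaging after purified firefly luciferase (10nM final) was added to substrate buffer holding 10uM D-luciferin and 10uM ATP, pH 7.5, pre-dosed with compound.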
3T3 cytotox – Cytotoxic Profiling in NIH 3T3 Cell Line of Diverse Libraries Using Quantitative High-Throughput Screening; Potency, µM (top dose mostly 96.7 µM), without a hit: at the top dose activity change, negative = cytotoxicity, actives largely listed as inhibitors; AID 1345082, 2018; NIH 3T3 viability, CellTiter-Glo ATP luminescence, 48-72 h; 4.3% of 94,000 active; further: potency means the concentration at half of the fitted maximal effect; nearly all actives have a fitted effect of over 55% in size
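Mouse fibroblast NIH 3T3 cells, 400 per well, received compound via pintool and were incubated for 48 or 72 hr prior to CellTiter-Glo ATP luminescence measurement.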
SNCA viab count – GF-AFC viability counterscreen for inhibitors of alpha-synuclein gene (SNCA) expression; HEK-293-SNCA-luc viability, GF-AFC fluorescence, 24 h; AID 1671193, 2021; Potency, µM (doses to about 57.1 µM), without a hit: at the highest dose activity change, negative = cytotoxicity, most hits filed as cytotoxic; 0.12% of 150,000 active;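 further: potency means the concentration at half of the fitted maximal effect; 0% = DMSO-treated cells and -100% = medium-only wells without cells; nearly all actives have a fitted effect of over 30% in size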
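HEK-293-SNCA-luc cells (1500/well) plated 24 h, then exposed 24 h to a dilution series; GF-AFC added 30 min at 37C, fluorescence 405/540 nm; normalised to medium-only and DMSO wells, Hill fit.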
SNCA expr inhib – Primary qHTS assay for inhibitors of alpha-synuclein gene (SNCA) expression; HEK-293 SNCA-luciferase knock-in, luminescence, 24 h; Potency, µM (titrated, usually from 57.2 µM), for the others: at the top dose activity change, negative = inhibition, actives largely listed as inhibitors; 0.17% of 140,000 active; AID 1671194, 2021;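 further: potency means the concentration at half of the fitted maximal effect; plate controls were DMSO cells for no effect and cell-free wells for full effect; nearly all actives have a fitted effect of over 45% in size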
IP6K1 inh – Primary qHTS assay for small molecule inhibitors of Inositol hexaphosphate kinase 1 (IP6K1); Inositol hexakisphosphate kinase 1 (Homo sapiens), Q92551; IP6K1 kinase, ADP-Glo luminescence, 2 h; active compounds read low; activity change, % (series mostly up to about 58 µM); 0.81% of 140,000 active; in the data active means activity change below about -25%
Target sequence (Q92551 whole entry, looked up): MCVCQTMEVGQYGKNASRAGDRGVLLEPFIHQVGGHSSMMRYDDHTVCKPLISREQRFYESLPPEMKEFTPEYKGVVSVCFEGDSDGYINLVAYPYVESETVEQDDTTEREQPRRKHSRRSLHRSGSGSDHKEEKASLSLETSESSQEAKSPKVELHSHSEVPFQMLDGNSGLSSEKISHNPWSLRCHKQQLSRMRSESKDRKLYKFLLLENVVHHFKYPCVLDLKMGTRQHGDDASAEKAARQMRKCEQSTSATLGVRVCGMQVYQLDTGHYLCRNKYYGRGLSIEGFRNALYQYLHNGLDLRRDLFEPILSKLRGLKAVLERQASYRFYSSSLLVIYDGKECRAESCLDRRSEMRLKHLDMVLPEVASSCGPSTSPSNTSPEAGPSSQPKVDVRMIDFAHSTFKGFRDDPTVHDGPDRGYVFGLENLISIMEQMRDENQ
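ADP-Glo luminescence measures ADP made by human IP6K1 during a 2 h RT reaction with ATP/IP6 (mix at 1.3 mM/130 uM); top library doses 57.5 and 19.1 uM final.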
* hit, by the source's call; i = inactive; ? = inconclusive; . = not tested or not shown; [ ] = remark or other dose. Unless noted, the call rests on the fitted dose curve; in most records, active means well fitted curve in the direction sought with a large enough effect; inconclusive means small, poorly fitted or top-dose-only effect, or another doubt; inactive means no such curve, though single readings can be large; an effect the other way counts as inactive or inconclusive. Unless noted, on the % scale 0 is the no-effect control and ±100 the full control effect. A portion of the library; the hit share may differ from the screen's.

Under each structure – HEK293 tox	GPT2 inhibitor	FLuc inh	3T3 cytotox	SNCA viab count	SNCA expr inhib	IP6K1 inh
1) CCc1nnc([C@@H]2CC(F)(F)CN2C(=O)Cn2cccn2)o1
  0%	?	5%	i	-6%	9%	20
2) O=C(OCCN1CCOCC1)c1cccnc1Nc1cccc(C(F)(F)F)c1
  .	?	.	.	-29%[23.9 µM]	-41%[25.6 µM]	-59*
3) COCC(=O)N1CCC2(CC1)NCCc1c2[nH]c2ccccc12
  2%	2%	-9%	-16%	-2%[12.5 µM]	28%	4
4) CN(C)S(=O)(=O)N(CC(=O)NCCSCc1c(F)cccc1Cl)c1ccccc1
  .	.	.	.	7%	-16%	17
5) Cc1ccc(S(=O)(=O)N2CCCc3cc(NC(=O)c4ccc(Cl)cc4)ccc32)cc1
  .	.	.	.	4%	32%[activator]	-12
6) CC(C)c1ccc(NC(=O)C(c2ccccc2)N(C)C(=O)Cc2c[nH]c3ccccc23)cc1 (configuration not stated)
  .	-2%	.	.	?	.	-17
7) CCCSc1nc2c(c(=O)[nH]1)C(c1ccc(O)c(OCC)c1)CC(=O)N2 (configuration not stated)
  .	.	.	.	-1%	?	0
8) Cc1nc2n(c1C(=O)NCCc1ccccc1)CCC(Nc1cccnc1)C2 (configuration not stated)
  ?	?	0%[172 µM]	-12%[138 µM]	1%[87.6 µM]	12%[87.6 µM]	-7
9) Cn1c(=O)c2c(-c3cccc(Br)c3)n(CCO)cc2n(C)c1=O
  .	.	.	.	1%	7%	2
10) O=C(Cc1ccccn1)N1CCCC(C(=O)N2CCC(N3Cc4cccn4C3=O)CC2)C1 (configuration not stated)
  3%	4%	.	-12%	-3%	6%	-4

Full records from above:
O=C(OCCN1CCOCC1)c1cccnc1Nc1cccc(C(F)(F)F)c1 is entered as HEK293 tox: .; GPT2 inhibitor: ?; FLuc inh: .; 3T3 cytotox: .; SNCA viab count: -29%[23.9 µM]; SNCA expr inhib: -41%[25.6 µM]; IP6K1 inh: -59*
Cn1c(=O)c2c(-c3cccc(Br)c3)n(CCO)cc2n(C)c1=O is entered as HEK293 tox: .; GPT2 inhibitor: .; FLuc inh: .; 3T3 cytotox: .; SNCA viab count: 1%; SNCA expr inhib: 7%; IP6K1 inh: 2

From no. 1 up to 3, copied from above:
Under each structure – HEK293 tox	GPT2 inhibitor	FLuc inh	3T3 cytotox	SNCA viab count	SNCA expr inhib	IP6K1 inh
1) CCc1nnc([C@@H]2CC(F)(F)CN2C(=O)Cn2cccn2)o1
  0%	?	5%	i	-6%	9%	20
2) O=C(OCCN1CCOCC1)c1cccnc1Nc1cccc(C(F)(F)F)c1
  .	?	.	.	-29%[23.9 µM]	-41%[25.6 µM]	-59*
3) COCC(=O)N1CCC2(CC1)NCCc1c2[nH]c2ccccc12
  2%	2%	-9%	-16%	-2%[12.5 µM]	28%	4

Going on with the list:
Under each structure – HEK293 tox	GPT2 inhibitor	FLuc inh	3T3 cytotox	SNCA viab count	SNCA expr inhib	IP6K1 inh
11) CN(C)c1ccc(CNc2nc(-c3ccco3)nn2S(=O)(=O)c2ccc3ccccc3c2)cc1
  .	.	.	.	-3%	-3%	-15
12) COc1ccccc1CNC(=O)C1CCN(c2nc3ccc(C)cc3[nH]2)CC1
  .	.	.	.	-16%	38%[activator]	-8
13) Cc1nn2c(-c3cccc(NC(=O)c4ccccc4)c3)nnc2c2ccccc12
  .	.	.	.	4%	37%[activator]	29
14) Cc1nc(C)c(C(=O)N2CCCN(C(=O)C3CC3)C(c3ccccc3)CC(=O)NCC2)s1 (configuration not stated)
  i	-10%	-5%	-7%	9%	4%	9
15) COc1ccc(C(=O)N2CCC(N3CC4CC(C3)[C@H]3CCCC(=O)N3C4)CC2)c(OC)c1 (some centres not stated)
  -2%	0%	6%	i	5%	12%	2
16) O=C(CN1CC2CC(C1)[C@H]1CCCC(=O)N1C2)N1CCCC1 (some centres not stated)
  2%	-13%	0%	3%	-8%	-11%	18
17) CCOc1ccc(C(=O)Nc2ccc(-c3nc4ccccc4s3)c(C)c2)cc1OCC
  .	.	.	.	-2%	91%[activator]	-15
18) CCCNC(=O)N(C1CCOCC1)C1CCN(C(=O)Cc2c(F)cccc2Cl)CC1
  2%	i	0%	-10%	-1%	-21%	-8
19) O=c1c(N2CCCCC2)csc2ccc(F)cc12
  .	.	.	.	6%	45%[activator]	-7
20) CCCCCCCCOc1ccc(C(=O)c2ccccc2)c(O)c1
  .	i	.	.	0%[23.9 µM]	-25%[25.6 µM]	2

Continued.
Under each structure – HEK293 tox	GPT2 inhibitor	FLuc inh	3T3 cytotox	SNCA viab count	SNCA expr inhib	IP6K1 inh
21) Cc1nc(N2CCOCC2)c2c(C(=O)NCc3ccc(Cl)cc3)c(C)oc2n1
  .	.	.	.	-4%	-2%	9
22) Cc1cccc(NC(=O)N2CCC(c3noc(-c4ccncc4)n3)C2)c1 (configuration not stated)
  6%	3%	?	-7%	-3%	10%	7
23) Cc1cccc(NC(=O)C2CCCN(S(=O)(=O)c3c(C)noc3/C=C/N(C)C)C2)c1C (configuration not stated)
  .	.	.	.	11%	-6%	1
24) CC1CCN(C(=O)c2ccccc2OCC2CCCN(Cc3ccccn3)C2)CC1 (configuration not stated)
  -4%	i	15%	i	-4%	23%	-12
25) O=C(c1cc(-c2cnccc2Cl)c2cccn2n1)N1CCOCC1
  5%	i	.	-9%	-5%	25%	1
26) Cn1ncc2c(C(=O)NC3CC3)cc(-c3ccccc3C(F)(F)F)nc21
  -19%	.	.	?	.	.	-3
27) Cc1cc(C)n(CCCN(C)C(=O)c2cn(Cc3ccc(F)cc3)nn2)n1
  -18%	-11%	0%	-17%	3%	-22%	12
28) COc1cccc(-c2cc3c(=O)n(CCNC(=O)Cc4ccc(Cl)cc4)ccn3n2)c1
  -26%	i	?	-26%	-13%	0%	-6
29) CN(Cc1ccccc1)C(=O)C[C@@H]1O[C@H](CNC(=O)c2ccc(F)c(Cl)c2)[C@@H](O)[C@H]1O
  i	-9%	0%	-7%	4%	-23%	-16
30) C=CCNC(=O)c1cnn2c1CN([S+](C)(=O)[O-])CC2
  i	-16%[88.5 µM]	.	i	0%[87.6 µM]	-13%[87.6 µM]	-5

Following part.
Under each structure – HEK293 tox	GPT2 inhibitor	FLuc inh	3T3 cytotox	SNCA viab count	SNCA expr inhib	IP6K1 inh
31) CCOC(=O)c1c(-c2ccccc2)csc1NC(=O)c1cc(-c2ccc(Br)cc2)on1
  .	.	.	.	0%	-10%	3
32) O=C(NCc1cccc(Cl)c1)c1ccc2nnc(-c3cc[nH]c3)n2c1
  ?	3%	.	?	-16%	-5%	-7
33) COCC(=O)N[C@@H](Cn1cc(Br)c(=O)[nH]c1=O)C(=O)O
  -2%[172 µM]	-18%[88.5 µM]	4%[172 µM]	-3%[174 µM]	3%[87.6 µM]	1%[87.6 µM]	2
34) COc1ccc(C(=O)N2C[C@@H]3OCC(=O)N(Cc4nccn4C)[C@@H]3C2)cc1
  3%[172 µM]	4%[88.5 µM]	-4%[172 µM]	4%[174 µM]	-2%[87.6 µM]	-8%[87.6 µM]	6
35) Cc1noc(-c2cn(C3CCN(C(=O)c4ccc(F)cc4Cl)CC3)nn2)n1
  -19%	i	-7%	-19%	-4%	-7%	7
36) CCOc1ccc(CC(=O)NCc2nnc3ccc(-c4ccc(C)cc4)nn23)cc1
  ?	i	6%	-18%	-8%	-18%	-20
37) O=C(Cc1c[nH]c2ncc(-c3ccccc3Oc3ccccc3)cc12)NCc1cccnc1
  ?	-6%[88.5 µM]	-13%[172 µM]	?	-21%[87.6 µM]	?	-12
38) CCCCOc1c(CNC(C)c2ncccc2C)cccc1OC (configuration not stated)
  40µM*	-21%[11.5 µM]	2%	28µM*	-21%	-20%	6
39) COc1ccc(S(=O)(=O)Nc2c(C)n(C)n(-c3ccccc3)c2=O)cc1Br
  .	.	.	.	-10%	-2%	11
40) COc1ccc(-c2nnc([C@H]3CCN(Cc4cccc(C#N)c4)C3)o2)cc1
  ?	?	-21%[172 µM]	?	?	17%[87.6 µM]	8

Following part.
Under each structure – HEK293 tox	GPT2 inhibitor	FLuc inh	3T3 cytotox	SNCA viab count	SNCA expr inhib	IP6K1 inh
41) COc1cc(NC(=O)c2cc(C3CC3)nc3c2c(C)nn3-c2ccc(C)cc2)cc(OC)c1
  .	.	.	.	?	-2%	7
42) N#Cc1ccc(S(=O)(=O)N2CCC3(CC2)CC2C(=O)NCCN2C3)cc1 (configuration not stated)
  -13%	?	-14%	-11%	-10%	-16%	1
43) CS(=O)(=O)N1CC2(CCCN(Cc3cccnc3)C2)Cc2ccccc21 (configuration not stated)
  -49%	-2%	.	-39%	-8%	1%	1
44) Cc1cc2cc(-c3c(C)noc3C)nc(-c3ccnn3C)c2o1
  ?	-2%[88.5 µM]	6%[172 µM]	?	4%[87.6 µM]	23%[87.6 µM]	-6
45) Cn1ncc2c(C(=O)N3CCCCC3)cc(-c3ccc(C(F)(F)F)cc3)nc21
  ?	.	.	?	.	.	-19
46) O=C(Nc1ccc(=O)n2c1[C@@H]1C[C@@H](CN(C(=O)Nc3ccc(F)cc3)C1)C2)c1ccc2c(c1)OCO2
  i	i	-1%	?	-17%	?	-7
47) Cc1ccc(-n2c(=O)c3c(cnn3C)n(CC(=O)Nc3cccc(Cl)c3)c2=O)cc1
  .	.	.	.	?	-5%	-3
48) COc1ccc(C(CC(=O)N(C)Cc2cc(C)no2)c2ccccc2)cc1 (configuration not stated)
  ?	i	?	-12%	-14%	80%[activator]	4
49) CCCS(=O)(=O)NCCc1noc(C)n1
  -9%	i	-5%	-11%	-7%	0%	35
50) CC(C)NC(=O)N(C1CC1)C1CCOC2(CCN(C(=O)NCc3ccccc3)CC2)C1 (configuration not stated)
  -19%	i	0%	-21%	-3%	-21%	8
51) Cc1cccc(-n2c(SCC(=O)Nc3ccccc3Cl)nc3n[nH]c(C)c3c2=N)c1
  .	.	.	.	?	?	-8
